Assay outcomes from PubChem.
Pol kappa inh: qHTS for Inhibitors of Polymerase Kappa | DNA polymerase kappa (Homo sapiens), Q9UBT6 | purified Pol kappa, fluorescent DNA synthesis assay, 10 min | Potency, µM (doses to about 107 µM), for the others: top-dose activity, negative = inhibition, hits mostly inhibitors | 0.53% of 400,000 active | AID 588579, 2011; note: % is set by controls: 0 for no effect and ±100 for the full control effect
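Readout: fluorescence, taken kinetically at 0 and 10 min. Conditions: 10 nM Pol kappa, 15 min RT compound preincubation, 50 nM substrate final. Controls: enzyme-free buffer wells.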
JMJD2A Tudor: qHTS Assay for Inhibitors of JMJD2A-Tudor Domain. AlphaScreen JMJD2A-Tudor / H3K4me3 peptide binding. Potency, µM (series often up to 114 µM), for the others: top-dose activity change, negative = inhibition, usual class: inhibitors. 4.4% of 390,000 active. AID 504339, 2011; note: % is set by controls: 0 for no effect and ±100 for the full control effect; nearly all actives have a fitted effect of over 50% in size
BLM inh: qHTS Assay for Inhibitors of Bloom's syndrome helicase (BLM); recombinant BLM DNA unwinding, fluorescence dequenching; Potency, µM (top dose mostly 56.1 µM), for inactives: top-dose activity change, negative = inhibition, hits mostly inhibitors; 0.2% of 350,000 active; AID 2528, 2010;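 note: plate controls were vehicle for no effect and no enzyme for full effect; nearly all actives have a fitted effect of over 35% in size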
G9a block: qHTS Assay for Inhibitors of Histone Lysine Methyltransferase G9a; Histone-lysine N-methyltransferase EHMT2 (Homo sapiens), Q96KQ7; G9a H3K9 monomethylation, AlphaScreen, 2 h; Potency, µM (doses to about 102 µM), without a hit: top-dose activity, negative = inhibition, usual class: inhibitors; 8.8% of 350,000 active; AID 504332, 2011; note: % is set by controls: 0 for no effect and ±100 for the full control effect; nearly all actives have a fitted effect of over 75% in size
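Signal arises when biotinylated H3K9 peptide, once monomethylated, bridges streptavidin donor and antibody-captured acceptor beads. Enzyme at 20 nM was preincubated 15 min with test compounds; peptide 500 nM and SAM 20 uM then reacted for 2 h.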
Pol beta inh: qHTS Assay for Inhibitors of DNA Polymerase Beta | P06746 | Pol beta primer extension/strand displacement, fluorescence kinetic | AID 485314, 2010 | Potency, µM (doses to about 114 µM), without a hit: at the top dose activity change, negative = inhibition, actives largely listed as inhibitors | 1.3% of 340,000 active; note: % is set by controls: 0 for no effect and ±100 for the full control effect
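Kinetic readout of DNA synthesis with strand displacement by Pol beta. Compound and 10 nM enzyme sit 15 min at room temperature; 50 nM substrate starts the reaction, read immediately and at 10 min.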
POLH inh: qHTS for Inhibitors of Polymerase Eta | DNA polymerase eta (Homo sapiens), Q9Y253 | recombinant Pol eta, fluorescent DNA replication assay | Potency, µM (titrated, usually from 114 µM), inactives show top-dose activity change, negative = inhibition, usual class: inhibitors | 1.2% of 390,000 active | AID 588591, 2011; note: % is set by controls: 0 for no effect and ±100 for the full control effect
Target sequence (Q9Y253 whole entry, looked up): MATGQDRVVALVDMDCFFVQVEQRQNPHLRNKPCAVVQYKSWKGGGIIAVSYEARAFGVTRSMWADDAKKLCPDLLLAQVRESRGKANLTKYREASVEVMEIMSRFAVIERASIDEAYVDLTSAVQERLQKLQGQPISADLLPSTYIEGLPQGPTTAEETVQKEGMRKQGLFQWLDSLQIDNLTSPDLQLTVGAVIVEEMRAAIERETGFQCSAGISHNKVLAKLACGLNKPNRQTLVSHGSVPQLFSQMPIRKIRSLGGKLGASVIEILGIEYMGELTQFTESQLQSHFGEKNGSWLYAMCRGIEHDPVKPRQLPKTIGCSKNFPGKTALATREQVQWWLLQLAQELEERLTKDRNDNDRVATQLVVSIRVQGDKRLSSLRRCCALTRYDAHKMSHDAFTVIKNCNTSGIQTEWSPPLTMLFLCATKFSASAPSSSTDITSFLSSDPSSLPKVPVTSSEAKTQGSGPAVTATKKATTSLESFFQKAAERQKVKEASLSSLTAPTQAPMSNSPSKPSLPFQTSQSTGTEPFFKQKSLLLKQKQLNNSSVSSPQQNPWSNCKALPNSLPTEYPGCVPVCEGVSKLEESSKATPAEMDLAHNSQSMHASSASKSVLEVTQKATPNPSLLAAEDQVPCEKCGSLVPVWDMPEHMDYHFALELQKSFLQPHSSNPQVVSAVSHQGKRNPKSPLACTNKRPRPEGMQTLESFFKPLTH
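Pol eta (10 nM) was preincubated with compounds for 15 min at room temperature, after which fluorescent replication substrate (50 nM final) was added to start the reaction. Fluorescence was read kinetically at 0 and 10 min.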
BAZ2B inh: qHTS Assay for Inhibitors of BAZ2B | AlphaScreen BAZ2B-H3K14Ac peptide displacement | Potency, µM (titrated, usually from 114 µM), without a hit: at the highest dose activity change, negative = inhibition, actives largely listed as inhibitors | 4.4% of 360,000 active | AID 504333, 2011; note: % is set by controls: 0 for no effect and ±100 for the full control effect; nearly all actives have a fitted effect of over 60% in size
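AlphaScreen luminescence quantifies BAZ2B engagement of H3K14Ac peptide; the protein and biotinylated peptide are both at 50 nM final, buffer PBS pH 7.4 with 0.01% Tween-20, all steps at room temperature.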
Pol iota inh: qHTS for Inhibitors of Polymerase Iota; Pol iota fluorescent replication assay, 10 min; Potency, µM (highest dose often 115 µM), inactives show at the top dose activity, negative = inhibition, usual class: inhibitors; 1% of 390,000 active; AID 588590, 2011
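Pol iota at 10 nM preincubated 15 min with compounds at room temperature; reaction started with fluorescent substrate, 50 nM final. Fluorescence read kinetically at 0 and 10 min; buffer-only wells as negative control.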
APE1 inh: qHTS Assay for Inhibitors of the Human Apurinic/apyrimidinic Endonuclease 1 (APE1). DNA repair nuclease/redox regulator APEX1 (Homo sapiens), P27695. recombinant APE1, TAMRA/BHQ-2 abasic DNA cleavage fluorescence. Potency, µM (titrated, usually from 65.8 µM), for inactives: top-dose activity change, negative = inhibition, usual class: inhibitors. 0.35% of 350,000 active;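 note: plate controls were vehicle for no effect and reference inhibitor for full effect; nearly all actives have a fitted effect of over 55% in size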
Target sequence (P27695 whole entry, looked up): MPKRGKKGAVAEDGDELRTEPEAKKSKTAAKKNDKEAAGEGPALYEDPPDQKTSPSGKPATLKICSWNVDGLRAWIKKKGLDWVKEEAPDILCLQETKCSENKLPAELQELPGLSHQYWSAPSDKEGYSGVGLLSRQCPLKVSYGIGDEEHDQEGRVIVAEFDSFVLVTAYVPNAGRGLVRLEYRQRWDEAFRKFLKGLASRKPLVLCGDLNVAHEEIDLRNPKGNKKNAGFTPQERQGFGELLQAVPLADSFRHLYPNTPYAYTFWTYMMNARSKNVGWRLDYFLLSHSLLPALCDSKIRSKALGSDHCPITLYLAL
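Substrate: short duplex with […] THF abasic site, 5'-TAMRA and 3'-BHQ-2, 50 nM final. APE1 at 0.75 nM, preincubated 15 min RT with compound. Fluorescence increase from first to third read measured activity.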
An asterisk follows results filed as active; ? = inconclusive; . = no result given; [ ] = remark or other dose. Calls come from the whole dose curve; as a rule, active = well fitted curve in the direction sought with a large enough effect; inconclusive = small, poorly fitted or top-dose-only effect, or another doubt; inactive = no such curve, though single readings can be large; an effect the other way counts as inactive or inconclusive. Potency is the fitted concentration of half-maximal effect. This is a subset (hit frequency here may not be typical).

SMILES	Pol kappa inh	JMJD2A Tudor	BLM inh	G9a block	Pol beta inh	POLH inh	BAZ2B inh	Pol iota inh	APE1 inh
CCCCn1c(N)c(N(CC(C)C)C(=O)c2ccc(F)c(S(=O)(=O)N3CCOCC3)c2)c(=O)[nH]c1=O	1.7%	1.4%	.	5.2%[0.501 µM]	.	-6.8%	5.4%	4.6%	18.8%
COC(=O)c1sccc1NC(=O)c1ccc(OC)cc1OC	-3.9%	-0.7%	4.0%	26.5%[59 µM]	25.3%	-10.5%	7.0%	0.2%	4.4%
O=C(CN1CCN(S(=O)(=O)N2CCCCC2)CC1)Nc1cc(Cl)cc(Cl)c1	-14.1%	-1.1%	-8.0%	-10.7%[59 µM]	1.9%	-28.7%	6.8%	167.3%[activator]	18.9%[12.4 µM]
CCCNC(=O)Nc1ccccc1C(=O)Nc1ccc(OC)cc1	3.1%	-2.5%	-0.9%	?	-1.3%	-0.1%	-2.8%	12.2%	0.7%
O=C(c1ccco1)N1CCC2(CCCN(Cc3ccncc3)C2)CC1	-5.1%[60.1 µM]	.	3.9%	-6.1%[12.7 µM]	.	.	.	.	3.7%
CCOc1cc(C(=O)OCc2ccc(C(=O)OC)o2)cc(Br)c1OC	-26.3%	22.2%	-9.9%	57.6%[activator][59 µM]	14.5%	-17.5%	38.5%	18.1%	-7.4%
O=C(c1cc2ncccn2n1)N1CCc2c([nH]c3ccccc23)C1c1ccccc1F (configuration not stated)	-2.2%	?	-9.1%	-4.6%	1.6%	?	-17.4%	37.8%[activator]	-13.6%
CC(=O)c1c(C)[nH]c(C(=O)OCC(=O)N(CC(C)C)C2CCS(=O)(=O)C2)c1C (configuration not stated)	-10.9%	2.1%	.	-33.3%	.	-6.1%	-35.2%	31.9%[activator]	21.2%
COc1cc(O)cc(/C=C/c2ccccc2)c1	-12.3%	-17.2%	-7.5%	-26.8%[2.33 µM]	.	-16.4%	.	-7.6%	-2.7%
COc1ccc(F)cc1S(=O)(=O)N1CCC2(CC1)OCCN2S(=O)(=O)c1cccs1	-11.0%	-9.0%	.	4.4%[0.501 µM]	.	-13.1%	9.7%	29.9%	13.5%

Brought forward from above: 4 entries, followed by the next part.
SMILES	Pol kappa inh	JMJD2A Tudor	BLM inh	G9a block	Pol beta inh	POLH inh	BAZ2B inh	Pol iota inh	APE1 inh
O=C(c1cc2ncccn2n1)N1CCc2c([nH]c3ccccc23)C1c1ccccc1F (configuration not stated)	-2.2%	?	-9.1%	-4.6%	1.6%	?	-17.4%	37.8%[activator]	-13.6%
CC(=O)c1c(C)[nH]c(C(=O)OCC(=O)N(CC(C)C)C2CCS(=O)(=O)C2)c1C (configuration not stated)	-10.9%	2.1%	.	-33.3%	.	-6.1%	-35.2%	31.9%[activator]	21.2%
COc1cc(O)cc(/C=C/c2ccccc2)c1	-12.3%	-17.2%	-7.5%	-26.8%[2.33 µM]	.	-16.4%	.	-7.6%	-2.7%
COc1ccc(F)cc1S(=O)(=O)N1CCC2(CC1)OCCN2S(=O)(=O)c1cccs1	-11.0%	-9.0%	.	4.4%[0.501 µM]	.	-13.1%	9.7%	29.9%	13.5%
Cc1cc(C)n(-c2nc3ccccc3c(=O)n2OCc2ccc(F)cc2)n1	-16.5%	-5.0%	-6.5%	16.4%	-0.4%	-7.1%	44.5%[activator]	5.8%	4.2%
CC(C)NC(=S)NNC(=O)C12CC3CC(CC(C3)C1)C2	-9.6%	-12.0%	-5.8%	2.3%[12.7 µM]	1.6%	-9.2%	6.4%	-5.4%	2.9%
Cc1cc(C)c(/C=C/c2onc(C)c2S(=O)(=O)N2CCC(C(=O)N3CCN(c4ccc(Cl)cc4)CC3)CC2)c(C)c1	1.4%[60.1 µM]	-7.7%	-4.3%	7.5%[59 µM]	-23.7%	-25.0%	-13.7%	19.9%	.
O=S(=O)(NCC(c1ccccc1)N1CCNCC1)c1ccc(Cl)cc1 (configuration not stated)	0.8%	-30.0%	2.8%	-16.6%[59 µM]	-1.6%	-14.2%	.	11.9%	-1.6%
Cc1ccc(Sc2c(C)nn(C(=O)CNS(=O)(=O)c3ccc(F)cc3)c2C)cc1	-11.3%	-24.1%	-2.4%	4.0%[59 µM]	18.5%	-20.0%	3.1%	?	-0.9%
N/C(=N\OC(=O)c1ccc([N+](=O)[O-])cc1)c1cccnc1	-2.0%	-19.2%	-1.7%	?	-23.8%[57.1 µM]	-1.0%	9.0%	18.1%	0.1%
CN1CCN(S(=O)(=O)c2ccc(Nc3ccc(F)cc3)nc2)CC1	-10.6%	-4.1%	.	-33.3%	.	-13.9%	9.7%	-14.8%	-2.6%
COc1ccccc1CC(=O)Nc1c[nH]c(=O)[nH]c1=O	-13.1%	-8.0%	1.7%	23.4%[59 µM]	-0.2%	-2.5%	3.5%	2.0%	-7.5%
CCCCN(CC)S(=O)(=O)c1ccc(C(=O)Nc2nnc(COC)o2)cc1	-4.5%	3.1%[11.4 µM]	-4.8%	-4.7%	45.5%	-0.2%	?	?	?
COc1cccc(Nc2nc(-c3ccc4c(c3)OCCO4)cs2)c1	3.7%	-17.1%[11.4 µM]	-3.3%	?	3.7%	-17.7%	-53.8%	-5.8%	?
CCC/C(=N\NC(=O)CNC(=O)c1ccc(Cl)cc1)c1ccccc1	-13.3%	-18.7%	-5.9%	-20.7%	-17.1%	-4.3%	-1.9%	183.4%[activator]	-3.4%
OCCN1CCN(C(=S)c2ccc(Br)cc2)CC1	-7.2%	-9.7%	1.1%	22.4µM*	2.3%	-3.3%	-2.0%	14.9%	0.2%
COc1ccccc1-c1nc(-c2ccccc2)[nH]c(=O)c1C#N	-10.6%	?	2.9%	-7.6%	-0.7%	-6.4%	-3.4%	-57.8%	-1.4%
C=CCn1c(-c2ccc3[nH]c(C)c(C)c3c2)n[nH]c1=S	-4.4%	50.1µM*	-0.5%	1µM*	12.9%	-12.9%	-26.3%	-41.5%	3.6%
COc1ccc(C2=CC(=O)CC(C)(C)C2)cc1	-4.3%	-2.9%	.	-3.4%[2.33 µM]	.	-3.9%	6.5%	16.6%	22.2%
CN(C)C(=O)c1ccc(NC(=O)c2ccc(-c3ccc(Cl)cc3)o2)cc1	-3.3%	-32.1%	.	6.1%[0.501 µM]	.	-11.3%	?	-1.6%	-16.1%
Cc1ccnc(NC(=O)c2cc(-n3cnnc3)ccc2Cl)c1	0.8%	-3.0%	3.0%	3.9%[59 µM]	0.3%	-8.4%	6.8%	-10.6%	-9.4%
Cc1nc2ccsc2c(=O)n1-c1ccc(Cl)cc1	9.4%	-3.5%	1.6%	0.3%[59 µM]	?	-9.4%	4.8%	38.7%[activator]	4.2%
COc1cccc(COCCN2CCN(S(=O)(=O)c3ccccc3)CCC2=O)c1	8.0%	-4.8%	4.4%	.	.	.	.	10.9%	-2.7%
Cc1cccc(OCCC(=O)NCC(=O)Nc2cccc(C)c2C)c1	0.1%	-5.9%	1.9%	1.8%[59 µM]	1.6%	-22.7%	-11.2%	10.8%	-5.1%
CCOc1ccc(N2C(=O)CC(SC(=NC)Nc3ccc4c(c3)OCO4)C2=O)cc1 (configuration not stated)	-14.3%	-4.7%	-3.7%	-1.0%[59 µM]	10.7%	-5.9%	-1.6%	35.5%[activator]	-3.9%
CCn1c(CC(=O)Nc2ccccc2F)nnc1SCC(=O)Nc1nnc(C)s1	2.5%	11.6%	1.4%	2.6%	3.4%	-18.6%	-15.5%	60.8%[activator]	27.6%
Cc1ccc(N/N=C(\C#N)C(N)=S)cc1C	-41.2%	?	-9.4%	2.82µM*	8.0%	-12.4%	44.7µM*	86.9%[activator]	17.5%
COc1ccccc1Nc1nc(N)nc(CSc2ncccn2)n1	-3.0%	?	1.5%	-3.8%[12.7 µM]	11.0%	-10.6%	6.1%	17.3%	0.2%
Cc1ccccc1N(C(=O)c1csnn1)C(C(=O)NC1CCCCC1)c1ccncc1 (configuration not stated)	-15.1%	3.2%	-4.1%	-7.2%	0.2%	-4.7%	4.3%	84.3%[activator]	-1.1%
Cc1csc2nc(COC(=O)c3ccc(NC(=O)c4ccccc4Br)cc3)cc(=O)n12	-7.1%[60.1 µM]	-18.9%	-3.0%	-3.3%[59 µM]	24.4%	-10.7%	-4.4%	-3.8%	.
Cc1coc2c1c(C)cc1oc(=O)c(CC(=O)NCC(=O)O)c(C)c12	-25.3%	-6.3%	-9.8%	22.3%	27.4%	-2.9%	7.4%	-24.2%	-13.0%
CCCC(=O)Nc1ccc(Cl)c(NC(=O)C(C)(C)C)c1	-2.6%	-14.7%	1.0%	7.8%[59 µM]	16.2%	-1.3%	1.6%	-6.4%	-5.2%
CCOC(=O)N1CCN(c2cc(=O)n(-c3ccc(OC)cc3)c(=O)[nH]2)CC1	-2.5%	-2.6%	-1.7%	4.9%[12.7 µM]	-1.3%	-10.6%	7.8%	-10.2%	-3.2%
CCOc1ccccc1Oc1coc2cc(OC)ccc2c1=O	2.5%	11.0%	-0.9%	55.1%[activator]	18.8%	-1.2%	-1.4%	6.6%	-2.2%
N#Cc1ccccc1NC(=O)COC(=O)c1ccc(F)cc1F	-1.2%	-2.7%	-2.3%	18.9%	?	-10.8%	-13.5%	38.6%[activator]	46.8%[activator]
O=C(CSc1nnc(CNC(=O)c2ccccc2)o1)NCc1ccc(F)cc1	-2.1%	-0.7%	-8.1%	14.1%	45.2%	-13.9%	-10.2%	4.5%	34.3%
CN1CCN(C2Cc3ccc(Cl)cc3Sc3ccc(F)cc32)CC1 (configuration not stated)	-4.7%	?	.	.	.	-16.2%	.	-23.5%	.
